TDP1 inh: qHTS Assay for Inhibitors of Tyrosyl-DNA Phosphodiesterase (TDP1). recombinant TDP1, AlphaScreen DNA substrate cleavage. Potency, µM (top dose mostly 130 µM), for the others: at the highest dose activity change, negative = inhibition, hits mostly inhibitors. actives 0.28% (n = 350,000). AID 485290, 2010; note: nearly all actives have a fitted effect of over 40% in size
Target sequence (Q9NUW8 whole entry, looked up): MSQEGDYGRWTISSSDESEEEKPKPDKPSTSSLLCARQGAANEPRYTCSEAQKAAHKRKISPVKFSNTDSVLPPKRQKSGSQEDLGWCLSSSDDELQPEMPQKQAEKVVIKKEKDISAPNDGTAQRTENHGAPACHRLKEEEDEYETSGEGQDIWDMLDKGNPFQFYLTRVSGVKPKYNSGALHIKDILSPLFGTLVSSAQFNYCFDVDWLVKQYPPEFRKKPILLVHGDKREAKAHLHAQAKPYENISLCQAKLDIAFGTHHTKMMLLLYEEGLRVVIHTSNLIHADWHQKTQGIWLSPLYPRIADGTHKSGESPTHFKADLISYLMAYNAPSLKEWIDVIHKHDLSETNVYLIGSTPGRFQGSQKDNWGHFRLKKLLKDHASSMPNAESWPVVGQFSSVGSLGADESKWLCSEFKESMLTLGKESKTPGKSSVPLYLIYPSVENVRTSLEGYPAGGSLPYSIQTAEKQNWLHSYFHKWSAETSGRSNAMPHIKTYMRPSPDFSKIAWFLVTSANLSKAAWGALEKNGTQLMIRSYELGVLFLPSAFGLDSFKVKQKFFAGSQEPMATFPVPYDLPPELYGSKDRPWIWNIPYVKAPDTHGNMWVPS
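Signal: AlphaScreen proximity between streptavidin donor and anti-FITC acceptor beads on intact substrate. Reaction: Tdp1 1 nM, substrate 15 nM final, 5 min RT after 15 min compound preincubation.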
TDP1 cell noCPT: qHTS for Inhibitors of human tyrosyl-DNA phosphodiesterase 1 (TDP1): qHTS in cells in absence of CPT. DT40 Tdp1-/- hTDP1 cells, no CPT, ATP luminescence, 48 h. Potency, µM (highest dose often 46.2 µM), for inactives: at the top dose activity change, negative = growth inhibition, usual class: inhibitors. actives 15% (n = 420,000). AID 686978, 2013; note: nearly all actives have a fitted effect of over 55% in size
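Chicken DT40 Tdp1-/- cells complemented with human TDP1, screened without camptothecin (DMSO vehicle only), 400 cells/well. Compounds pin-transferred, cells incubated at 37 °C for at least 48 hr. Growth read as ATP-dependent luminescence (CellTiter-Glo, 30 min at RT).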
DT40 TDP1 CPT: qHTS for Inhibitors of human tyrosyl-DNA phosphodiesterase 1 (TDP1): qHTS in cells in presence of CPT; chicken DT40 Tdp1-/-;hTDP1 cells + 20 nM CPT, ATP luminescence, 48 h; Potency, µM (top dose mostly 46.2 µM), without a hit: at the highest dose activity change, negative = growth inhibition, usual class: inhibitors; actives 12% (n = 420,000); note: nearly all actives have a fitted effect of over 55% in size
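Chicken DT40 Tdp1-/- cells complemented with human TDP1, 400 cells/well, exposed to compounds plus 20 nM camptothecin for at least 48 h at 37 C; viability read as ATP content by CellTiter-Glo luminescence.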
* marks the source's active call; other numbers are inactive results; ? = inconclusive; nt = not tested or not shown; & = joins results of further samples; [ ] = remark or other dose. Calls come from the whole dose curve; as a rule, active = well fitted curve in the direction sought with a large enough effect; inconclusive = small, poorly fitted or top-dose-only effect, or another doubt; inactive = no such curve, though single readings can be large; an effect the other way counts as inactive or inconclusive. % is set by controls: 0 for no effect and ±100 for the full control effect; potency is the fitted concentration of half-maximal effect.

The opening 17 records, ahead of the listing:
SMILES	TDP1 inh	TDP1 cell noCPT	DT40 TDP1 CPT
CCn1c(COc2ccccc2)nnc1SCC(=O)Nc1cc(OC)ccc1OC	-2.0%	?	?
CN(C(=O)COC(=O)COc1ccc(Cl)cc1)C1CCCCC1	0.0%	-19.8%	-1.9%
CCc1cc(Br)ccc1NC(=S)NCCc1ccccc1	0.4%	20.6µM*	?
COc1cc(NC(=O)Cn2cnc3sc(C)c(S(=O)(=O)N4CCOCC4)c3c2=O)cc(OC)c1OC	8.1%[0.0935 µM]	?	-16.1%
COc1ccc(C(NC(C)=O)c2cc(Cl)c3cccnc3c2O)cc1 (configuration not stated)	nt	8.2µM*	8.2µM*
N#Cc1c2n(c(=S)n(-c3ccccn3)c1=O)CCCCC2	-1.0%	-18.2%	-3.4%
O=C(COC(=O)C1CCN(S(=O)(=O)c2cc([N+](=O)[O-])ccc2Cl)CC1)Nc1ncc(Cl)cc1Cl	3.8%	-24.6%	?
COCC(C)n1c(C)cc(C(=O)CN2C(=O)NC3(CCCCC3C)C2=O)c1C (configuration not stated)	4.2%	20.6µM*	?
CN(Cc1ccco1)c1nc(-c2ccccc2C(F)(F)F)nc2ccccc12	nt	-18.6%	?
Cc1nc2nc(C)c(CCC(=O)NCCC3=CCCCC3)c(C)n2n1	4.0%	-5.5%	-11.0%
COc1ccc(C(=O)Nc2ccc(C(=O)N3CCC(C)CC3)cc2)cc1OC	3.2%	-6.6%	7.1%
COC(=O)c1ccc(COC(=O)c2ccc(S(=O)(=O)N3CCC(C)CC3)cc2)o1	2.0%	-28.6%	-4.8%
O=C(NNC(=O)c1sc2cccc(Cl)c2c1Cl)Nc1ccccc1	7.8%	-0.6%	-2.5%
Cc1cc(C)cc(OCC(=O)N2CCc3ccccc3C2)c1	0.6%	-0.5%	-20.3%
Cc1c(Cl)ccc2sc(N3CCN(C(=O)C(C)C)CC3)nc12	2.6%	6.51µM*	11.6µM*
CC(=O)c1c(C)[nH]c(C(=O)OCC(=O)c2ccc(C)s2)c1C	0.9%	18.4µM*	23.1µM*
COCCNC(=O)c1cn(C)c2ccc(S(=O)(=O)N3CCCC3)cc2c1=O	0.6%	-11.7%	-9.4%

The listing, previewed entries included:
SMILES	TDP1 inh	TDP1 cell noCPT	DT40 TDP1 CPT
CCn1c(COc2ccccc2)nnc1SCC(=O)Nc1cc(OC)ccc1OC	-2.0%	?	?
CN(C(=O)COC(=O)COc1ccc(Cl)cc1)C1CCCCC1	0.0%	-19.8%	-1.9%
CCc1cc(Br)ccc1NC(=S)NCCc1ccccc1	0.4%	20.6µM*	?
COc1cc(NC(=O)Cn2cnc3sc(C)c(S(=O)(=O)N4CCOCC4)c3c2=O)cc(OC)c1OC	8.1%[0.0935 µM]	?	-16.1%
COc1ccc(C(NC(C)=O)c2cc(Cl)c3cccnc3c2O)cc1 (configuration not stated)	nt	8.2µM*	8.2µM*
N#Cc1c2n(c(=S)n(-c3ccccn3)c1=O)CCCCC2	-1.0%	-18.2%	-3.4%
O=C(COC(=O)C1CCN(S(=O)(=O)c2cc([N+](=O)[O-])ccc2Cl)CC1)Nc1ncc(Cl)cc1Cl	3.8%	-24.6%	?
COCC(C)n1c(C)cc(C(=O)CN2C(=O)NC3(CCCCC3C)C2=O)c1C (configuration not stated)	4.2%	20.6µM*	?
CN(Cc1ccco1)c1nc(-c2ccccc2C(F)(F)F)nc2ccccc12	nt	-18.6%	?
Cc1nc2nc(C)c(CCC(=O)NCCC3=CCCCC3)c(C)n2n1	4.0%	-5.5%	-11.0%
COc1ccc(C(=O)Nc2ccc(C(=O)N3CCC(C)CC3)cc2)cc1OC	3.2%	-6.6%	7.1%
COC(=O)c1ccc(COC(=O)c2ccc(S(=O)(=O)N3CCC(C)CC3)cc2)o1	2.0%	-28.6%	-4.8%
O=C(NNC(=O)c1sc2cccc(Cl)c2c1Cl)Nc1ccccc1	7.8%	-0.6%	-2.5%
Cc1cc(C)cc(OCC(=O)N2CCc3ccccc3C2)c1	0.6%	-0.5%	-20.3%
Cc1c(Cl)ccc2sc(N3CCN(C(=O)C(C)C)CC3)nc12	2.6%	6.51µM*	11.6µM*
CC(=O)c1c(C)[nH]c(C(=O)OCC(=O)c2ccc(C)s2)c1C	0.9%	18.4µM*	23.1µM*
COCCNC(=O)c1cn(C)c2ccc(S(=O)(=O)N3CCCC3)cc2c1=O	0.6%	-11.7%	-9.4%
O=C(COC(=O)/C=C/c1ccc2c(c1)OCO2)NC1CC1	8.5%	-7.8%	-7.1%
Cc1ccc2onc(CC(=O)Nc3cccc(C(F)(F)F)c3)c2c1	-1.3%	?	?
CCOc1ccc(/C=N/OCC(=O)NCc2ccc3c(c2)OCO3)cc1OC	0.0%	?	?
CCOc1ncccc1C(=O)Nc1cccc(S(=O)(=O)NC2=NCCC2)c1	0.1%	-3.6%	-10.4%
COc1ccc(NC(=O)CC2C(=O)N(c3cccc(C)c3)C(=O)N2Cc2cccnc2)cc1 (configuration not stated)	-5.6%	-17.7%	?
CCc1ccc(OCC(=O)NNC(=S)NC(=O)C2CCCCC2)c(Br)c1	7.7%	?	?
C/C(=N\NC(N)=O)C1(C)CCCCC1	1.4%	-4.9%	-3.9%
O=C(NCCN1CCN(c2ccccc2F)CC1)c1ccc2nc3ccccc3c(=O)n2c1	nt	?	?
CN(C(=O)c1cccc(NC(=O)Cc2ccc(NC(=O)C3CCN(C(=O)C4CC4)CC3)cc2)c1)C1CCC1	nt	-22.9%	-6.1%
C/C(=N\NC(=O)c1cccc2ccccc12)c1cccs1	1.5%	7.7%	11.1%
Cc1cc(C(=O)N/N=C/c2ccc(O)c([N+](=O)[O-])c2)n[nH]1	-4.2%	-5.4%	-5.1%
CC(NC(=O)NC(=O)c1ccc(Cl)cc1Cl)C1CC1 (configuration not stated)	4.2%	-32.9%	-8.8%
Cc1ccc(C)c(NC(=O)Cn2ccn(-c3ccc4c(c3)OCO4)c(=O)c2=O)c1	-9.1%[0.505 µM]	3.9%	-4.2%
Cc1nn(Cc2cccc(F)c2)c(C)c1NC(=O)c1c([N+](=O)[O-])c(C)nn1C	-1.0%	-0.6%	13.8%
CCCCCCNS(=O)(=O)c1ccc(OC)c(OC)c1	-3.9%	-21.7%	-26.0%
COc1cc(C)c2ccccc2n1	nt	-0.7%	-6.5%
COc1ccc(C2OC(=O)CC2C(=O)NCc2ccc(C)cc2)cc1OC (configuration not stated)	5.3%	0.9%	9.9%
COc1cccc(-c2nnc3sc(-c4cccs4)nn23)c1	7.3%	16.4µM*	14.6µM*
CCN(c1ccccc1)S(=O)(=O)c1ccc(Cl)c(NC(=O)CN2CCN(C)CC2)c1	1.4%	-8.2%	?
COCCCNC(=O)c1cc(Sc2ccc(F)cc2)nc2ccccc12	2.3%	?	?
COCC(=O)N1CCC2(CC1)CCN(c1ncccn1)CC2	nt	-7.0%	13.4%
Cc1cc(C(=O)O[C@H]2[C@H](C)NS(=O)(=O)[C@H]3C[C@@H]4C=C[C@]23O4)cc([N+](=O)[O-])c1	0.8%	-26.9%&-23.6%	-13.3%&-19.6%
COC(=O)c1cccc(C23CC4(C2)[C@H](CN(Cc2cccnc2)[C@@H]4c2ccccc2)C3c2ccc(Cl)nc2)c1 (some centres not stated)	11.1%&5.9%	?	?
N#CCc1c(C#N)c(N)nc(N2CCN(S(=O)(=O)c3ccccc3F)CC2)c1C#N	14.3%	?	-25.9%
Cc1[nH]c2ccccc2c1C(=O)NS(=O)(=O)Nc1ccccc1	7.0%	4.0%	17.1%
Cc1nn(-c2ccccc2)c2nc(N)c(C#N)c(-c3ccc(O)c(O)c3)c12	nt	?	?
Cc1cccc(N2CCN(C(=O)CN(C)S(=O)(=O)c3ccc4c(c3)CCC(=O)N4)CC2)c1C	3.9%	?	?
CCCCNC(=O)C1(C)CCN1C(=O)c1ccc(F)c(C)c1 (configuration not stated)	nt	?	-28.1%
COc1ccc(-n2c(Cc3cccn3C)nnc2SCC(=O)Nc2cccc(C)c2C)cc1	2.6%	-9.6%	-1.4%
COc1ccc2c(c1)sc1ncc(C(=O)NCc3ccc(OC(C)C)cc3)c(=O)n12	3.9%	-26.4%	3.9%
COCCN(C(=O)COC(=O)C1CC1)c1c(N)n(Cc2ccccc2)c(=O)[nH]c1=O	4.0%	-0.8%	-8.0%
Cc1ccc(S(=O)(=O)NC(=O)C2(C)CCN2C(=O)C2CCCCC2)cc1 (configuration not stated)	nt	-6.7%	16.6%
COc1ccccc1/C=N/NC(=O)c1nnn(-c2nonc2N)c1-c1cccs1	-1.6%	-15.4%	23.1µM*
CCOc1ccccc1CN1CCNC(=O)C1CC(=O)N(C)C1CCOCC1 (configuration not stated)	2.2%	13.6%	-27.6%
COC(=O)[C@@]1(Cc2ccccc2)[C@H]2C(=O)N(Cc3ccccc3)C(=O)[C@H]2[C@H]2CN=C(SCC(=O)c3ccccc3)N21	1.7%[56.1 µM]	18.4µM*	?
COc1ccc(C(=O)NC2CC2)cc1OC1CCN(Cc2cc(C)cc(C)c2)CC1	1.4%[56.1 µM]	?	?
O=C(NC1CCCC1)c1ccc(CSc2nc3cccnc3n2Cc2ccccc2F)cc1	1.2%	20.6µM*	?
NC(=O)CSc1nc2cccnc2n1-c1ccc(F)cc1	3.8%	0.2%	25.6%
Cc1ccsc1/C=C1\SC(N)=NC1=O	nt	-2.5%	-18.6%
COc1ccc(-n2cc(-c3ccccc3)[n+]3c2CCCCC3)cc1	1.2%	1.16µM*	5.8µM*
O=C(Cc1c(F)cccc1Cl)NNC(=O)Nc1ccc2c(c1)OCO2	0.7%	1.0%	0.2%
O=C(Nc1nnc(C2CC2)s1)c1cc([N+](=O)[O-])ccc1N1CCCCC1	4.5%	?	?
CCC(C(=O)NCCN1CCN(C)CC1)n1c(C)c2cnn(-c3ccccc3)c(=O)c2c1C (configuration not stated)	2.2%	?	-23.7%

Next section
SMILES	TDP1 inh	TDP1 cell noCPT	DT40 TDP1 CPT
Cc1cc(C)c2c(N)c(C(=O)N/N=C/c3cccs3)sc2n1	nt	?	-9.4%
O=C(Nc1ccnc(-c2ccncc2)n1)C1CC1	2.7%	-20.3%	3.1%
O=C1CSC(c2cccc([N+](=O)[O-])c2)N1C1CC2CCC1C2 (configuration not stated)	nt	-28.9%	?
Nc1ncnc2c1ncn2[C@@H]1O[C@H](CNCc2ccccc2OC2OC(CO)C(O)C(O)C2O)[C@@H](O)[C@H]1O (some centres not stated)	0.3%[56.1 µM]	-3.8%	5.6%
CC(=O)Nc1ccc(S(=O)(=O)Nc2nc3ccccc3nc2-n2ccc(=NC(=O)c3ccccc3)cc2)cc1	3.9%	-15.7%	14.0%
CN(C)S(=O)(=O)c1cccc(C(=O)N2CCN(Cc3ccccc3)CC2)c1	8.3%	-24.5%	-1.9%
Nc1ccc(S(=O)(=O)NC2(C(F)(F)F)NC(=O)N(c3ccccc3Cl)C2=O)cc1 (configuration not stated)	3.2%	-20.7%	3.3%
COC(=O)Cn1nc(-c2ccccc2)c2cc(Cl)ccc21	2.0%	-29.8%	-2.3%
COc1ccc(N2CCN(CCCNC(=O)C(=O)c3c(C)[nH]c4ccccc34)CC2)cc1	10.4%	?	1.3%
CCOC(=O)c1ccc(Nc2c(CC)c(C)nc3ncnn23)cc1	0.0%	-10.5%	1.2%
Cc1cc(NC(=O)CCCN2C(=O)/C(=C\c3cccs3)SC2=S)no1	-4.4%	-4.2%	9.9%

Screening data (PubChem)

This is a random part of the collection (roughly 18% active in at least one column).
